MEKK3 PB1 HTS: MEKK3-MEK5 PB1 interaction, increase or decrease; Q99759; bead-based flow cytometry, Alexa488-MEK5 binding to MEKK3; actives lie on both sides; 0 = blocked by unlabeled MEK5, 100 = vehicle; binding response (% of control), % at 10 µM; hit rate 1.4% among 290,000;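 active = binding response more than 3 SD above or below the average of its plate-row segment, actives on both sides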;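 also: Alexa488 bead fluorescence after subtracting the streptavidin-only scavenger bead signal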
IDE cell activ: activators of human insulin-degrading enzyme in cells | hit rate 0.073% among 340,000 | HEK cells, FAbeta-B cleavage, fluorescence polarization; 0% vehicle, 100% cell-free pure enzyme wells | P14735 | activation, % at 5.96 µM;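 active = activation above the mean of all tested compounds plus 3 SD, set per screening campaign, cut at about 17% in these data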
DNA FID counter: displaces DNA intercalator in HCV helicase counter-screen; DNA fluorescent intercalator displacement, fluorescence; inhibition, % at 7.9 µM; hit rate 0.17% among 290,000; AID 1845; in the data active = inhibition above about 37%;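 also: 0% = vehicle and 100% = reference compound; higher means more ethidium bromide displaced from hairpin DNA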
p-CIP stab down: p/CIP protein destabilization. F442A p/CIP-EGFP cells, EGFP fluorescence, 16 h. decrease of EGFP signal, % at 10 µM. hit rate 0.01% among 290,000;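 active = EGFP signal decrease of at least 30% at 10 µM or well 3 SD below plate mean, unless failing retest; inactive = the rest, including hits failing retest or dose response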; also: some compounds called inactive have numbers as strong as hits; many of its hits are not listed in these tables
Target sequence (Q05BA5 1-1403): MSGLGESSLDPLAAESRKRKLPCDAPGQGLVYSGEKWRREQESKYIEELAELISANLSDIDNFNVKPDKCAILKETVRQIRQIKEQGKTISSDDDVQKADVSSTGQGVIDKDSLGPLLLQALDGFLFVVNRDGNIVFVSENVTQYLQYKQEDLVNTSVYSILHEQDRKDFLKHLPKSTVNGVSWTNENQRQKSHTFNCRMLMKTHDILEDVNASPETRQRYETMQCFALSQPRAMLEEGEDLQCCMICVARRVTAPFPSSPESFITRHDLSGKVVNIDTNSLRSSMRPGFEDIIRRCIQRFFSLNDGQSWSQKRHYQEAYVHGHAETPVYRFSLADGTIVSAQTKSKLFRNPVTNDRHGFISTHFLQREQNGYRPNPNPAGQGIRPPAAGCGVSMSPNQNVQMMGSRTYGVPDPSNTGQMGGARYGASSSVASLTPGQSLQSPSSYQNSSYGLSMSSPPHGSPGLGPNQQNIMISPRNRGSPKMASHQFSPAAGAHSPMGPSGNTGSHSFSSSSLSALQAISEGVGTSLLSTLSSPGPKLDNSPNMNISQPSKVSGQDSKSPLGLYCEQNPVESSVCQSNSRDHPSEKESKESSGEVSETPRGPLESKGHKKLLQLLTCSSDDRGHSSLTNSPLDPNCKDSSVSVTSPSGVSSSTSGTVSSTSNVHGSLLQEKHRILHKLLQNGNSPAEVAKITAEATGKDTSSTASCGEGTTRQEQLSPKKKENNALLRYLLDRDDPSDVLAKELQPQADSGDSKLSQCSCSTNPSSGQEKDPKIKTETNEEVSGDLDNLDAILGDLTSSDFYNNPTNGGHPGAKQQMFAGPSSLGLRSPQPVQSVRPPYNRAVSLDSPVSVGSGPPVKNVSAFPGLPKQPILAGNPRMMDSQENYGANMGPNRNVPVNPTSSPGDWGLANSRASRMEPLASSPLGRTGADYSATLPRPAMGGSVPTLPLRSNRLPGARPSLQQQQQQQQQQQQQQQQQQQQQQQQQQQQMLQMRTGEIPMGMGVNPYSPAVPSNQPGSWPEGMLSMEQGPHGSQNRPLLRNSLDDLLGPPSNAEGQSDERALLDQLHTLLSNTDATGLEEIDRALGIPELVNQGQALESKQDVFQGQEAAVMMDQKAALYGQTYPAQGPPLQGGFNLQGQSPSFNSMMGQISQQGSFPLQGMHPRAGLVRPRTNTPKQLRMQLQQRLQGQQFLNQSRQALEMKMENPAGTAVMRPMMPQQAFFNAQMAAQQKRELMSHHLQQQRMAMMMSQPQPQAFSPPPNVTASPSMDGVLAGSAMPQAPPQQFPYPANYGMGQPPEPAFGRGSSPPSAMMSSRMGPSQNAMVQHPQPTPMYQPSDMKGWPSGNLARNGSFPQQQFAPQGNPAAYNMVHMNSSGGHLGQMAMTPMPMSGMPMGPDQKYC
PHOSPHO1 block: inhibitors of human PHOSPHO1 phosphatase; Q8TCT1; recombinant PHOSPHO1, absorbance phosphatase assay; inhibition, % at 13.3 µM; hit rate 1.1% among 290,000; in the data active = inhibition above about 60%
SUMO HTRF inh: blocks human SUMOylation mediated by UBC9; P63279; HTRF SUMOylation assay, SAE1/SAE2 + UBC9, in vitro; inhibition, % at 35 µM; hit rate 0.36% among 290,000; in the data active = inhibition above about 50%, passing the limit was not always enough; also: strong numbers were not always called active
HCV NS3 hel inh: HCV NS3 helicase inhibition; NS3 helicase DNA unwinding, Cy5 molecular beacon fluorescence; AID 1800; hit rate 0.56% among 290,000; inhibition, % at 10.9 µM;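 active = inhibition above the mean of all tested compounds plus 3 SD, set per campaign, cut at about 35% in these data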;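 also: 0% = DMSO wells and 100% = thioflavine S control wells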
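test system = hepatitis C virus NS3 helicase domain fragment enzyme | reagent = annealed dual-labelled DNA beacon duplex, ATP-started | times = 1 h at 25 °C | detection = Cy5 fluorescence, 0 and 60 min reads | read-out basis = percent inhibition from t60/t0 fluorescence ratio | control set = DMSO and thioflavine S | replication = one well per compound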
IMP-1 inh: blocks Pseudomonas aeruginosa IMP-1 metallo-beta-lactamase | purified IMP-1, nitrocefin hydrolysis, epi-absorbance fluorescence | hit rate 0.45% among 290,000 | inhibition, % at 5.6 µM;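 active = inhibition above the mean plus 3 SD of all compounds in the same screening run, cut at about 4.5% in these data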;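 also: 0% = IMP-1 with DMSO and 100% = DMSO wells lacking enzyme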
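System – purified recombinant IMP-1 beta-lactamase · Input – IMP-1 dispensed at 0.2 nM · Timing – 15 min preincubation plus 25 min reaction at 25 °C · Signal – Epi-absorbance fluorescence, 480 nm excitation, 530 nm emission · Measure – percent IMP-1 inhibition derived from blank-referenced optical density · Controls – Enzyme-plus-DMSO low control, enzyme-free DMSO high control · Replication – singlicate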
VIM-2 inhibitor: inhibitors of Pseudomonas aeruginosa VIM-2 metallo-beta-lactamase; inhibition, % at 5.6 µM; purified VIM-2, nitrocefin hydrolysis, epi-absorbance fluorescence; hit rate 0.89% among 290,000; AID 1527;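 active = inhibition above the mean of all tested compounds plus 3 SD, cutoff set per screening run, cut at about 7.5% in these data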;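 also: red hydrolysis product quenches plate fluorescence so inhibitors raise well fluorescence; 0% = enzyme with DMSO and 100% = DMSO without enzyme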
The depositor's hits bear a star; nt = not tested or not shown. Not all compounds are listed; the hit share may differ from the screen's.

SMILES	MEKK3 PB1 HTS	IDE cell activ	DNA FID counter	p-CIP stab down	PHOSPHO1 block	SUMO HTRF inh	HCV NS3 hel inh	IMP-1 inh	VIM-2 inhibitor
COc1cccc(-c2cc(C(=O)O)no2)c1	116	-2	-4	3	15	6	14	-4.3	-0.5
COc1ccc([C@@H]2C[C@H]3CN(c4ccccc4)C(=O)[C@]34CCCN24)c(OC)c1OC	102	-13	-4	4	10	3	-1	-0.6	-1.2
COc1ccc(OC)c(N(/C(N)=N/c2nc(C)cc(C)n2)S(=O)(=O)c2ccc(NC(C)=O)cc2)c1	95	5	-11	-14	15	1	-8	-0.1	1.3
CC(SCc1ccccc1)C(=O)NCc1ccccn1 (stereo not given)	111	5	-3	-3	18	20	2	-3.0	-4.2
N#Cc1c(-c2ccccc2)cc(C2CC2)nc1SCC(=O)c1cccs1	nt	3	-3	-18	26	-34	7	-2.4	-1.4
COc1cccc(C=NCC(C)N=Cc2cccc(OC)c2O)c1O (stereo not given)	105	1	0	-3	12	23	1	-2.2	-4.8
Cc1c(C(=O)Nc2c(F)cc(F)cc2Br)sc2ncn(CC(=O)N3CCCC3)c(=O)c12	91	6	-27	-1	16	-2	2	-0.7	-3.8
CCCc1nc(SCC(=O)Nc2ccccc2OC)c2c(=O)n(C)c(=O)n(C)c2n1	109	-1	7	-3	3	5	2	-3.5	-1.9
CC(=O)Nc1ccc(NC(=O)c2c(C)noc2C)cc1	100	1	-1	-4	30	-9	1	-0.8	-0.3
O=C(O)[C@@H]1[C@@H]2C[C@@H]2CN1c1ncccc1[N+](=O)[O-]	104	1	-3	0	16	19	-3	-3.5	-1.3
NC(=O)c1c(NC(=O)c2ccncc2)sc2c1CCCCCC2	111	2	-17	-7	29	11	5	-2.6	0.2
OCC1(CCc2ccccc2)CCN(Cc2ccc(OC(F)F)cc2)CC1	99	5	11	12	-9	-9	9	-1.1	-0.6
COC(=O)CCCC(=O)N1CCCC(C(=O)c2ccccc2SC)C1 (stereo not given)	103	4	-19	-6	29	1	9	-1.9	-1.5
O=C(c1ccc(-n2cccn2)cc1)N1CCN(c2ncccc2C(F)(F)F)CC1	101	-6	-51	5	-4	-4	-4	-2.5	-1.0
O=c1[nH]c2ccccc2c(O)c1-c1ccccc1[N+](=O)[O-]	91	3	6	-5	23	13	-11	-2.8	-3.1
CCOc1nc(-c2ccc(OC)cc2)ccc1-c1noc(-c2ccncc2)n1	nt	2	nt	-10	16	6	nt	nt	nt
O=C(CSCc1ccccc1Cl)N1CCN(c2ccccn2)CC1	99	2	-22	-13	17	9	-3	-4.1	-2.0
CCOC(=O)CC1(c2ccccc2)CCOC(C)(C)C1 (stereo not given)	110	7	0	2	14	31	-9	-3.4	-3.0
CCOC(=O)C(C)Oc1cccc2c(=O)n(CC(=O)Nc3ccc4c(c3)OCCO4)ccc12 (stereo not given)	110	0	-2	11	-4	10	-7	-4.6	-1.9
COc1ccc(CNC(=O)CN(c2ccc(C)cc2)S(=O)(=O)c2c(C)nn(C)c2C)cc1	104	4	-45	5	45	0	-3	-3.6	-3.5

Among those listed so far, 3 contain an aryl thioether with sulfur outside any ring.
SMILES	MEKK3 PB1 HTS	IDE cell activ	DNA FID counter	p-CIP stab down	PHOSPHO1 block	SUMO HTRF inh	HCV NS3 hel inh	IMP-1 inh	VIM-2 inhibitor
N#Cc1c(-c2ccccc2)cc(C2CC2)nc1SCC(=O)c1cccs1	nt	3	-3	-18	26	-34	7	-2.4	-1.4
CCCc1nc(SCC(=O)Nc2ccccc2OC)c2c(=O)n(C)c(=O)n(C)c2n1	109	-1	7	-3	3	5	2	-3.5	-1.9
COC(=O)CCCC(=O)N1CCCC(C(=O)c2ccccc2SC)C1 (stereo not given)	103	4	-19	-6	29	1	9	-1.9	-1.5

(cont.)
SMILES	MEKK3 PB1 HTS	IDE cell activ	DNA FID counter	p-CIP stab down	PHOSPHO1 block	SUMO HTRF inh	HCV NS3 hel inh	IMP-1 inh	VIM-2 inhibitor
CCN1CCC2(CC1)N=C(c1ccc(F)cc1)C(=S)N2	100	9	-2	-11	-7	5	-3	-5.2	-8.4
COCCNC(=O)c1cc(S(=O)(=O)N2CCOCC2)ccc1SCc1cccc(OC)c1OC	104	3	-23	6	-34	12	11	-0.6	-1.0
Cc1cc2nc(C3CCN(CC4COc5ccccc5O4)CC3)[nH]c2cc1C (stereo not given)	108	1	12	-12	14	0	-31	-2.6	-3.6
CCN(CC)c1ccc(NC(=O)c2ccc(Cl)nc2)cc1	99	-1	-2	-7	74*	-14	11	-3.1	-6.0
CSCCC(NC(=O)c1cccc(C)c1)C(=O)Nc1sccc1C(N)=O (stereo not given)	94	-4	-15	-8	19	17	41*	2.1	-1.0
CCOC(=O)Cn1nc(C)n(-c2ccc(F)cc2)c1=O	97	1	-1	-12	25	17	-3	-0.1	-1.7
Cc1cccc(C(=O)NCC(c2ccc(F)cc2)N2CCOCC2)c1 (stereo not given)	97	6	-8	8	32	-2	15	-1.6	-2.8
O=C(CN1C(=O)c2ccccc2C1=O)Nc1ccccc1C(=O)NC1CCCCCC1	95	2	-15	-16	-7	-11	11	1.4	-4.4
COc1cc(OC)c(OC)cc1/C=C1\CCC/C(=C\c2cc(OC)c(OC)cc2OC)C1=O	101	-9	-19	-23	23	1	-27	-1.1	0.7
Cc1ccc(OCC(=O)N2CCOCC2)cc1C	95	3	-3	-7	-1	14	-1	-1.5	-1.0
OCC1OC(Oc2cccc3ccccc23)C(O)C(O)C1O (stereo not given)	105	0	-3	10	-124	-7	5	-1.2	0.5
CCc1ccc2[nH]c(C(=O)Nc3ccc(F)cc3Br)cc2c1	103	1	-9	6	33	7	6	-1.2	0.2
O=C1c2cccc3cccc(c23)N1Cc1cccc(F)c1	110	2	-20	-7	10	19	-3	-0.6	0.4
Cc1noc(-c2ccccc2)c1NC(=O)Nc1ccccc1	93	4	-4	-6	8	8	-9	-1.0	-0.3
COc1ccc(C2c3[nH]c4ccccc4c3CCN2CCCn2cccn2)c(F)c1 (stereo not given)	87	6	-6	-6	-7	6	-14	-3.5	-3.4
COc1ccc(-n2nc3c(N4CCC(C(=O)NC5CCCCC5)CC4)nnc(C)c3c2C)cc1	96	-2	18	2	41	nt	-40	-2.9	3.9
Cc1nn(Cc2ccc(F)cc2)c(C)c1NC(=O)c1cnn2cccnc12	87	0	-16	-7	22	2	4	-4.0	-3.3
O=C(NCc1ncc(C(F)(F)F)cc1Cl)Nc1ccccc1	95	4	-3	-1	nt	5	-7	-1.4	-0.8
COc1ccc(C(CNC(=O)Cc2ccccc2)N2CCCCC2)cc1 (stereo not given)	102	1	-2	-7	37	6	0	-1.3	-2.6
CN(c1cnn(-c2ccccc2)c(=O)c1Cl)n1cccc1	107	9	0	-9	12	14	-5	-4.8	-2.5
Cc1nc2[nH]onc2c2nccc(=O)c12	99	7	3	1	-6	12	15	-5.5	-2.3
CCN(CC)S(=O)(=O)c1ccc(C)c(NC(=O)CN2CCN(Cc3ccccc3)CC2)c1	117	5	11	-9	30	22	-13	-2.3	-1.7
CC(=NC1CCCC1)c1c(C)[nH]n(-c2nc3ccccc3s2)c1=O	113	-1	-1	-6	1	32	4	-1.1	-2.8
O=C(NCc1ccccc1Cl)C1CCCN(c2nc3ccsc3c(=O)s2)C1 (stereo not given)	100	nt	-2	0	36	14	1	-2.3	-1.8
CCOC(=O)c1cnc2ccc(OC)cc2c1NCCN1CCOCC1	98	0	10	-12	nt	10	19	-3.8	-1.7
CCOC(=O)CSc1nnc(-c2ccccc2OC)o1	103	2	-5	10	-22	-12	0	-2.0	-6.7
O=C(CCc1c[nH]c2ccccc12)N=Nc1c(O)[nH]c2ccccc12	97	-1	-7	6	-21	-15	14	-2.7	2.8
O=C(CSC(=S)N1CCCCC1)Nc1ncc2c(n1)CC(c1ccco1)CC2=O (stereo not given)	103	nt	-23	3	nt	20	2	-1.5	-1.2
COCCCNC(=O)C1CC(=O)N(CCc2ccccc2)C1 (stereo not given)	94	10	-1	-8	-12	14	8	-3.1	-7.1
Cc1cccc(S(=O)(=O)NCCC(=O)OCC(=O)Nc2ccc(C#N)cc2)c1	98	-2	-8	-12	-2	17	3	-1.8	-2.0
Cc1ccnc(SCc2cn3c(C)cc(C)nc3n2)n1	87	3	-4	16	-31	-13	4	-1.1	1.8
COC(=O)c1ccccc1S(=O)(=O)N1CCC(NC(=O)C(Cc2cccc(OC)c2OC)NC(C)=O)CC1 (stereo not given)	105	6	-29	-4	6	11	4	-4.0	-1.8
O=C(NCc1cccnc1)C1CCCN1S(=O)(=O)c1ccc(Cl)cc1 (stereo not given)	101	1	-7	-12	49	16	-2	-4.3	-2.7
CC(C)n1c(N2CCN(C(=O)NCc3ccccc3)CC2)nc2ccccc21	99	0	-29	-9	3	15	0	-2.9	-2.8
COC(=O)c1cc(NC(=O)c2ccc(C)cc2)c(=O)oc1C	104	1	-1	10	37	4	-19	-1.0	1.6
Cc1ccc2nsnc2c1S(=O)(=O)NCc1ccc2c(c1)OCO2	107	-1	-4	8	2	-30	7	-1.2	-0.7
Cn1c(N)c(C(=O)COC(=O)c2cc(C3CC3)nc3ccccc23)c(=O)n(C)c1=O	94	2	-9	-1	9	-2	-9	-3.0	13*
COc1cc2c(cc1OC)/C(=C/C(=O)c1ccccc1F)NCC2	108	0	-14	0	32	16	-6	-4.2	-1.4

Among those listed so far, 2 have bromine:
SMILES	MEKK3 PB1 HTS	IDE cell activ	DNA FID counter	p-CIP stab down	PHOSPHO1 block	SUMO HTRF inh	HCV NS3 hel inh	IMP-1 inh	VIM-2 inhibitor
Cc1c(C(=O)Nc2c(F)cc(F)cc2Br)sc2ncn(CC(=O)N3CCCC3)c(=O)c12	91	6	-27	-1	16	-2	2	-0.7	-3.8
CCc1ccc2[nH]c(C(=O)Nc3ccc(F)cc3Br)cc2c1	103	1	-9	6	33	7	6	-1.2	0.2

Compound profiles, from the list above:
`Cc1ccnc(SCc2cn3c(C)cc(C)nc3n2)n1` as listed: MEKK3 PB1 HTS: 87; IDE cell activ: 3; DNA FID counter: -4; p-CIP stab down: 16; PHOSPHO1 block: -31; SUMO HTRF inh: -13; HCV NS3 hel inh: 4; IMP-1 inh: -1.1; VIM-2 inhibitor: 1.8
`Cn1c(N)c(C(=O)COC(=O)c2cc(C3CC3)nc3ccccc23)c(=O)n(C)c1=O` as listed: MEKK3 PB1 HTS: 94; IDE cell activ: 2; DNA FID counter: -9; p-CIP stab down: -1; PHOSPHO1 block: 9; SUMO HTRF inh: -2; HCV NS3 hel inh: -9; IMP-1 inh: -3.0; VIM-2 inhibitor: 13*
